# Compound activity as filed in PubChem.
# cardiac RTF act – cardiac RTF calcium sensitivity activators, primary screen, biochemical, IANBD-TnC fluorescence, EC20 calcium. Troponin I, cardiac muscle (Homo sapiens) + Troponin T, cardiac muscle (Homo sapiens) + …. IANBD-labeled TnC RTF fluorescence at EC20 calcium; 0% EC20 calcium, 100% full calcium. activation, % at 7.2 µM. actives 0.24% (n = 340,000). AID 493008, 2010;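 active means activation above the mean over all tested compounds plus 3 SD, cut at about 30% in these data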;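 further: rise in fluorescence read as greater calcium sensitivity of cardiac thin filaments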
# Wnt act – Wnt/beta-catenin pathway activators, primary screen, cell-based, plate reader, single point; activation, % at 9.35 µM; actives 1.2% (n = 300,000); Wnt/beta-catenin reporter cell assay, activator; in the data active means activation above about 30%, passing the limit was not always enough; inconclusive means no clear call, values can overlap the other calls;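 further: 0% = neutral control wells and 100% = positive control wells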
# Keap1 Nrf2 FP – Keap1-Nrf2 protein-protein interaction inhibitors, primary screen, biochemical, fluorescence polarization, single point; Kelch-like ECH-associated protein 1 (Homo sapiens), Q14145; Keap1 Kelch-Nrf2 peptide fluorescence polarization, 1536-well; inhibition, % at 9.4 µM; actives 0.15% (n = 340,000); AID 504523, 2011; in the data active means inhibition above about 12%; inconclusive means no clear call, values can overlap the other calls; inactive means below about 7.3%;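 further: human Keap1 Kelch domain with fluorescein labeled Nrf2 9mer peptide probe; 0% = neutral control wells and 100% = peptide positive control; higher means more block of Keap1 binding to Nrf2 peptide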
# C-LANA FP – inhibitors of KSHV C-LANA binding to DNA, primary screen, biochemical, fluorescence polarization, FAM-LBS DNA, MBP-C-LANA, single point; Kaposi's sarcoma herpesvirus LANA C-terminal domain (residues 932-1162) DNA binding; inhibition, % at 9 µM; AID 504423, 2011; actives 0.078% (n = 340,000);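 active means highest replicate inhibition at or above 60% at 9 µM, even if other replicates fall short; inactive means all replicates below 60% inhibition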;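 further: 0% = neutral control wells and 100% = 4 µM acridine orange control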
# MOR-DOR inv ag – inverse agonists of MOR-DOR heterodimerization, primary screen, cell-based, luminescence; AID 504357, 2011; inhibition, % at 9.3 µM; actives 0.21% (n = 340,000); cell-based MOR-DOR heterodimer luminescence, inverse agonism; Mu-type opioid receptor (Homo sapiens) + Delta-type opioid receptor (Homo sapiens), …; in the data active means inhibition above about 22%, passing the limit was not always enough;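 further: 0% = cells with DMSO and 100% = wells without cells with DMSO; values of inactives mirror those of a sister screen read the other way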
# Target sequence (P35372 whole entry, looked up): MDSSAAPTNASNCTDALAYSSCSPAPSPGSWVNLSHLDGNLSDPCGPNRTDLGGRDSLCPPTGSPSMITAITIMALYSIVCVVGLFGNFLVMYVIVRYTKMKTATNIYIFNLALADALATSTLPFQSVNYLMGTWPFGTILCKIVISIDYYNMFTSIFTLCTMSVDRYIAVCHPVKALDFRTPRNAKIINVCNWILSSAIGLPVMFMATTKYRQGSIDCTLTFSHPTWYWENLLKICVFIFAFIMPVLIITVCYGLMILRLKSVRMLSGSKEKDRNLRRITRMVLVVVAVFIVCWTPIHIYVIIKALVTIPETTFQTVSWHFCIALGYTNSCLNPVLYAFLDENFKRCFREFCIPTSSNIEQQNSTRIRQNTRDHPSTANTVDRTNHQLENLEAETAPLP
# Target sequence (P41143 whole entry, looked up): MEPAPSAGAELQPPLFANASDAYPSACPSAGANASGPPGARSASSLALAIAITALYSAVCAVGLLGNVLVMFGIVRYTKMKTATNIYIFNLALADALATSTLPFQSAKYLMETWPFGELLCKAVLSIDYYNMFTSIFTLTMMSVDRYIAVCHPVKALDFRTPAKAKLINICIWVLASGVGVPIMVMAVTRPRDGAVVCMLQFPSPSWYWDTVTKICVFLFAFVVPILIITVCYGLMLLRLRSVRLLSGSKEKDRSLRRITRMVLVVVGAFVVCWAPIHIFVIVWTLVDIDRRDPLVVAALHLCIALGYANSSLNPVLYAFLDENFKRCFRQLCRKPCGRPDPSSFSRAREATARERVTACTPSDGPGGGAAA
# MOR-DOR ag – agonists of OPRM1-OPRD1 heterodimerization, primary screen, cell-based, luminescence. Mu-type opioid receptor (Homo sapiens) + Delta-type opioid receptor (Homo sapiens), …. actives 0.3% (n = 340,000). AID 504326, 2011. activation, % at 9.3 µM. cells; in the data active means activation above about 18%;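 further: 0% = vehicle-treated cells and 100% = reference agonist; values of inactives mirror those of a sister screen read the other way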
# Arrestin-AP2 inh – inhibitors of beta-arrestin/AP2 binding, primary screen, biochemical, GPCR trafficking, flow cytometry | beta-arrestin 1 C-terminal peptide binding to AP2 beta2-adaptin appendage (human) | FITC-arrestin peptide / GST-AP2 beads; AP2 beta2 appendage carries R879A mutation | inhibition, % at 10 µM | actives 0.31% (n = 340,000) | AID 504490, 2011;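 active means inhibition above a set limit, near 3 SD of compounds lacking own fluorescence, cut at about 54% in these data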;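 further: plate controls were DMSO wells for no effect and 5 µM unlabelled arrestin peptide for full effect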
#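 Test system: GST-tagged AP2 beta2-adaptin appendage (R879A) on 4 µm glutathione beads; also added: fluorescein-tagged arrestin peptide at 50 nM final; timing: 12 min plus 1 h, RT; signal: flow cytometry, FL1 (488/535 nm); read-out: percent drop in bead-associated FITC signal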
# V-ATPase pH – regulators of yeast V-ATPase proton pumping, primary screen, pHLuorin cytosolic pH fluorescence; S. cerevisiae; response, % at 10 µM; actives 0.37% (n = 350,000); AID 504577, 2011; in the data active means response mostly above about 7.3%, no sharp cut-off; inactive means mostly below about 5.4%; further: actives read high; inactives centre near 0; some compounds called inactive have numbers as strong as hits; reference of the scale not given here
# Pemphigus Ab inh – inhibitors of pemphigus antibody binding to DSG3, primary screen, biochemical, bead-based, flow cytometry, scFv-GFP; DSG3-coupled beads, scFv-anti-DSG3-GFP binding; active compounds read low; AID 588358, 2011; actives 0.48% (n = 310,000); Desmoglein-3 (Homo sapiens), P32926; binding (percent of control), % at 10 µM;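 active means binding more than 3 SD below its plate's average and above zero; inconclusive means below that plate limit but binding exactly zero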;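 further: hits lower antibody fragment binding to DSG3; some compounds called inactive have numbers as strong as hits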
# RTF Ca sens inh – cardiac RTF calcium sensitivity inhibitors, primary screen, biochemical, IANBD-TnC fluorescence, EC70 calcium. Troponin I, cardiac muscle (Homo sapiens) + Troponin T, cardiac muscle (Homo sapiens) + …. IANBD-labeled cardiac RTF, Ca2+ fluorescence. inhibition, % at 7.15 µM. actives 0.12% (n = 340,000);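 active means inhibition above the mean inhibition of all tested compounds plus 3 SD, cut at about 17% in these data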;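 further: assay run at fixed EC70 calcium of 1.6 mM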
# Numbers without * were called inactive; ? = inconclusive; nt = no result given.
SMILES,cardiac RTF act,Wnt act,Keap1 Nrf2 FP,C-LANA FP,MOR-DOR inv ag,MOR-DOR ag,Arrestin-AP2 inh,V-ATPase pH,Pemphigus Ab inh,RTF Ca sens inh
CCOC(=O)N1CCN(c2ccc(F)cc2[N+](=O)[O-])CC1,5,-2,5,1.6,9,-1.6,-5,-1,nt,-12
CCCCN(C(=O)c1cc2c(s1)CCCC2)c1c(N)n(CCC)c(=O)[nH]c1=O,-5,-1,-7,1.3,20,-5.0,-3,3,nt,4
O=C1C(Cc2ccc(O)cc2)NC(=S)N1Cc1ccccc1 (centres undefined),4,7,3,-0.6,17,-3.5,2,1,100,-4
CCCCCC(=O)Nc1ccc(N2CCN(CC)CC2)c(Cl)c1,3,11,-6,-0.8,-11,2.1,-3,6,109,-3
CCOc1ccc(Nc2oc(-c3ccc(Cl)cc3)nc2C#N)cc1,-5,?,1,-0.3,-13,2.4,-11,0,nt,-17
C=C1CCC2C(C)(C)[C@@H](O)CC[C@@]2(C)[C@@H]1COc1ccc2ccc(=O)oc2c1 (some centres undefined),-3,-1,-4,0.8,-8,1.9,-1,-1,107,-5
CCC(=O)N1CCc2cc(S(=O)(=O)NCCC(=O)N3CCN(c4ccccn4)CC3)ccc21,-1,-4,-7,-0.1,18,-3.6,-10,-5,92,-3
COc1cc(/C=C2\SC(=S)N(CCC(=O)N3CCN(C)CC3)C2=O)cc(OC)c1OC,-2,-1,-2,0.3,2,-0.2,4,-2,97,-7
O=C(Nc1nnc(S(=O)(=O)N2CCCCCC2)s1)c1cccc(Br)c1,-2,-1,-6,0.3,-19,3.2,-3,-5,102,4
C=C1CCN([C@@H](Cc2ccccc2)C(=O)O)S(=O)(=O)c2ccccc21,16,1,-1,1.7,15,-2.7,-9,0,103,-10
O=C1CCCC(=O)N1c1ccc(N2CCOCC2)c([N+](=O)[O-])c1,-1,-1,-3,1.1,15,-2.9,12,-3,98,-5
CCN(CC)C(=O)c1ccc2c3c(cccc13)C(=O)N(CCc1ccc(OC)c(OC)c1)C2=O,-3,nt,-4,2.0,-4,0.6,-3,-4,94,-25
CCC(OC(=O)c1nsc(Cl)c1Cl)C(=O)NCc1ccco1 (centres undefined),1,-4,0,1.1,13,-2.2,-7,-3,103,1
CCC1C2CN(C(C)=O)CC=C2C(C#N)=C(N)C1(C#N)C#N (centres undefined),3,nt,-2,2.1,28,-4.6,-1,0,103,-26
Cc1ccc(S(=O)(=O)NCc2ccccn2)cc1C,-5,0,0,-1.1,16,-3.2,6,0,118,1
Cc1ccc2c(NC(=S)NC(=O)c3ccccc3)cccc2n1,-1,-1,-1,2.6,24,-7.2,21,5,nt,6
COc1cccc(OC)c1C(=O)Nc1ccnn1C,8,nt,-3,-0.2,14,-2.7,-8,1,93,-10
O=S(=O)(c1ccc(Cl)cc1)c1cnc(-c2cccnc2)nc1-c1ccccc1,-4,nt,-4,-0.2,11,-2.2,13,1,nt,-5
Cc1ccc(-c2nn(CC(=O)NC(C)c3ccccc3)c(=O)c3ccccc23)cc1 (centres undefined),-1,nt,2,1.3,15,-2.8,-4,-1,99,-4
COc1ccc2c(c1)CCC(C)N2S(=O)(=O)c1ccc(C2CNC(=O)C2)cc1 (centres undefined),-4,-2,1,-0.2,-8,1.4,3,6,125,-2
O=c1c2ccccc2nc(-c2ccco2)n1CCCn1ccnc1,0,nt,-5,0.1,15,-2.8,-1,0,102,-4
COc1ccc(N2CCN(C(=O)COC(=O)CCOc3ccc(C(C)(C)C)cc3)CC2)cc1,-4,-2,-3,0.1,-1,0.3,-4,1,76,-5
Cc1c(Cl)cccc1NC(=O)NCCCN1CCCC1=O,-4,2,0,0.8,21,-4.1,-12,0,nt,-6
CCOCCCNC(=O)c1ccc2c(c1)ncn2-c1ccccc1OC,-3,4,-1,-1.0,9,-1.9,-2,3,113,-6
COc1ccccc1CNC(=O)/C=C/c1ccc(S(=O)(=O)N2CCOCC2)cc1,0,-1,2,0.0,9,-1.6,12,3,98,1
CCOc1[nH]n(-c2ccc(Cl)cc2)c(=O)c1C=NCc1cccnc1,4,-4,-3,0.2,-7,1.1,-8,3,86,-2
COc1ccc(C(=O)NN2C(=S)N(c3ccc(OC)cc3)C(=O)C2CC(N)=O)cc1 (centres undefined),-3,0,-4,5.3,15,-3.0,7,1,nt,0
CCCn1cc(S(=O)(=O)c2ccc(OC)cc2)c(=O)c2cc(OCC)ccc21,-5,-2,-2,-0.6,11,-2.2,-2,0,nt,-1
OCC[C@H]1C[C@H](O)[C@@H](O)[C@@]2(OCCCc3ccccc32)O1,-4,-1,3,1.5,11,-1.9,-2,-3,94,-16
CCOc1ccc(NC(=O)C2CCN(C(=O)NC3CCCCC3)CC2)cc1,-2,-2,-3,0.7,-20,3.4,-1,0,107,-2
Cc1ccc(/C=C(\C#N)C(=O)Nc2c(C)cccc2C)s1,12,0,-4,26,8,-1.3,1,0,119,-12
CC(C)(C)c1ccc(-n2ncc3c2CCCC3NC(=O)c2cnccn2)cc1 (centres undefined),0,2,2,-1.8,-5,0.9,52,4,102,-6
C/C(=N\NC(=O)COc1ccc(C(C)(C)C)cc1)c1ccc(-n2ccnc2)cc1,3,nt,5,-0.5,-31,6.0,6,0,93,-5
Cc1cccc(NS(=O)(=O)c2cc3c4c(c2)CCC(=O)N4CCC3)c1,-4,-2,-1,-1.6,21,-4.3,13,-1,99,-3
COc1ccccc1NC(=O)CSc1nnnn1-c1ccccc1OC,-7,-1,2,5.6,11,-2.3,-2,-1,119,-11
Cc1ccnc(NC(=O)Cn2c(=O)oc3ccccc32)c1,-3,11,0,-1.6,10,-3.1,-6,-4,113,3
COc1ccccc1C1C(C(=O)NCc2ccccc2)=C(C)Nc2ncnn21 (centres undefined),0,3,-2,0.3,17,-3.4,3,-3,nt,0
COc1ccccc1NC1=NCC(=O)N1Cc1ccccc1,1,-1,-5,-0.5,2,-0.4,-3,3,102,0
COc1ccc(CNCCC(c2ccc(OC(C)C)cc2)c2ccccc2OC)cc1 (centres undefined),-7,0,-6,-2.2,-60,12,2,-1,96,-2
CC1CCC(NC(=O)c2cc(S(=O)(=O)N(C)C)ccc2N2CCCC2)CC1 (centres undefined),-5,28,-1,-1.1,11,-2.1,33,3,105,-8

# As a short view, part of the list above:
SMILES,cardiac RTF act,Wnt act,Keap1 Nrf2 FP,C-LANA FP,MOR-DOR inv ag,MOR-DOR ag,Arrestin-AP2 inh,V-ATPase pH,Pemphigus Ab inh,RTF Ca sens inh
CCOC(=O)N1CCN(c2ccc(F)cc2[N+](=O)[O-])CC1,5,-2,5,1.6,9,-1.6,-5,-1,nt,-12
CCCCN(C(=O)c1cc2c(s1)CCCC2)c1c(N)n(CCC)c(=O)[nH]c1=O,-5,-1,-7,1.3,20,-5.0,-3,3,nt,4
O=C1C(Cc2ccc(O)cc2)NC(=S)N1Cc1ccccc1 (centres undefined),4,7,3,-0.6,17,-3.5,2,1,100,-4
CCCCCC(=O)Nc1ccc(N2CCN(CC)CC2)c(Cl)c1,3,11,-6,-0.8,-11,2.1,-3,6,109,-3
CCOc1ccc(Nc2oc(-c3ccc(Cl)cc3)nc2C#N)cc1,-5,?,1,-0.3,-13,2.4,-11,0,nt,-17
C=C1CCC2C(C)(C)[C@@H](O)CC[C@@]2(C)[C@@H]1COc1ccc2ccc(=O)oc2c1 (some centres undefined),-3,-1,-4,0.8,-8,1.9,-1,-1,107,-5
CCC(=O)N1CCc2cc(S(=O)(=O)NCCC(=O)N3CCN(c4ccccn4)CC3)ccc21,-1,-4,-7,-0.1,18,-3.6,-10,-5,92,-3
COc1cc(/C=C2\SC(=S)N(CCC(=O)N3CCN(C)CC3)C2=O)cc(OC)c1OC,-2,-1,-2,0.3,2,-0.2,4,-2,97,-7
O=C(Nc1nnc(S(=O)(=O)N2CCCCCC2)s1)c1cccc(Br)c1,-2,-1,-6,0.3,-19,3.2,-3,-5,102,4

# The listing continues:
SMILES,cardiac RTF act,Wnt act,Keap1 Nrf2 FP,C-LANA FP,MOR-DOR inv ag,MOR-DOR ag,Arrestin-AP2 inh,V-ATPase pH,Pemphigus Ab inh,RTF Ca sens inh
C=CCOC(=O)C1=C(C)NC(=O)NC1c1ccc(OC(=O)c2ccco2)c(OC)c1 (centres undefined),7,nt,-6,-1.7,8,-1.4,4,1,102,-3
COc1cccc(-n2c(C)nc3cc(C(=O)O)ccc32)c1,4,-2,-7,-1.5,9,-1.5,5,4,101,0
CCC(=O)n1nc(-c2cccnc2)nc1NCc1ccccc1,0,-3,-1,-1.3,-5,1.1,-26,-1,103,-12
CCCn1nc(NC(=O)c2ccccn2)c2cc3cc(C)ccc3nc21,-3,nt,0,0.7,4,-0.8,-12,1,108,-2
CC1CN(S(=O)(=O)c2cccc(C(F)(F)F)c2)CC(C)O1 (centres undefined),nt,0,nt,nt,nt,nt,36,1,101,nt
CCN1CCCC1CNC(=O)C1c2cc(OC)c(OC)cc2C(=O)N(C)C1c1cccnc1 (centres undefined),2,nt,-2,0.8,9,-1.6,-6,-3,nt,-2
O=C(NCC(c1cccs1)N1CCOCC1)c1cc(S(=O)(=O)N2CCOCC2)c(Cl)cc1Cl (centres undefined),2,-2,nt,nt,4,-0.8,-11,-2,97,7
COc1ccccc1CNC(=O)C1CCN(S(=O)(=O)c2ccc3c(c2)OCCCO3)CC1,6,0,-1,-0.3,14,-2.7,-4,-1,86,-12
O=C(Cn1cc(COc2ccccc2C(F)(F)F)nn1)c1ccc(O)cc1,9,3,-4,-1.0,19,-4.0,8,5,97,-5
